Assay outcomes as filed in PubChem.
NR5A2 inv ag: NR5A2 inverse agonism in reporter assay | O00482 | HEK293T StAR-luciferase reporter, LRH-1 transfected, 24 h | inhibition, % at 3.6 µM | hit rate 0.13% among 360,000 | AID 602396;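 active means inhibition above the mean inhibition of all tested compounds plus 3 SD, cut at about 73% in these data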;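 further: 0% = DMSO wells and 100% = reporter-only cells lacking LRH-1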
NR2F2 inh: NR2F2 (human) inhibition, primary screen; HEK293T NGFI-A luciferase reporter, luminescence; inhibition, % at 8.6 µM; hit rate 0.7% among 370,000; AID 686940;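 active means inhibition above a per-plate cutoff, mean inhibition of test wells between control levels plus 3 SD, cut at about 38% in these data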;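 further: cells cotransfected with COUP-TFII expression vector driving the NGFI-A reporter; 0% = median of COUP-TF2 test wells and 100% = reporter-only cells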
SRC3 inh: inhibits human SRC3 coactivator; HEK293 GAL4-SRC3 luciferase reporter, luminescence; inhibition, % at 3.6 µM; hit rate 0.17% among 360,000;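 active means inhibition above a per-campaign cutoff, the mean of all compounds plus 3 SD, cut at about 60% in these data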;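 further: 0% = DMSO-treated cells and 100% = gossypol-treated cells at 36 µM; higher means less SRC3-driven luciferase light from the GAL4 reporter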
NOD2 RIPK2 PPI: inhibitors of human NOD2-RIPK2 interaction | O43353 | CHO BLA complementation NOD2-RIPK2, CCF4 ratio | inhibition, % at 4.98 µM | hit rate 0.38% among 360,000 | AID 624267; in the data active means inhibition above about 21%;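 further: 0% = vehicle only and 100% = reference blocker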
TROY signal inh: blocks TROY-dependent signaling in reporter cells; Q293 LMP1-TROYcd NF-kB luciferase reporter, 4 h; inhibition, % at 10 µM; hit rate 0.98% among 360,000; AID 1347056;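 active means compounds whose plate-normalised and pattern-corrected inhibition of the luciferase reporter signal at the single screening dose is 50% or more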
ABHD5-PLIN5 inh: inhibitors of human ABHD5-perilipin-5 interaction | Split G. princeps luciferase complementation, luminescence, 4 h | inhibition, % at 4 µM | hit rate 0.78% among 360,000 | AID 602281;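 active means inhibition above the mean inhibition across every tested compound plus 3 SD, cut at about 22% in these data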;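 further: 0% = DMSO only wells and the 100% control is not disclosed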
TWEAK Fn14 block: blocks TWEAK-Fn14 interaction in a reporter cell assay. TWEAK-stimulated Fn14 reporter cells, luciferase luminescence, 8 h. AID 1159606. inhibition, % at 10 µM. hit rate 2% among 360,000; in the data active means inhibition above about 50%
Exocytosis inh: lytic granule exocytosis inhibition; TALL-104 LAMP-1 surface exposure, flow cytometry; cells stimulated with thapsigargin and PMA; inhibition, % at 10 µM; hit rate 0.66% among 360,000; AID 651702;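 active means inhibition above about 55%, limit read from the data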
SRC2 inh: inhibits human steroid receptor coactivator 2. Q15596. HEK293 GAL4-SRC2 luciferase reporter, luminescence. inhibition, % at 9 µM. hit rate 0.17% among 370,000;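 active means inhibition above the mean inhibition of all tested compounds plus 3 SD, set per campaign, cut at about 52% in these data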;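 further: 0% = DMSO treated cells and 100% = cells given Gossypol at 36 µM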
NCOA1 inh: inhibits human SRC1 coactivator; Q15788; HEK293 GAL4-SRC1 luciferase reporter, luminescence; inhibition, % at 3.6 µM; hit rate 0.12% among 360,000; AID 588354;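 active means inhibition above the campaign mean plus 3 SD, with each screening campaign given its own cutoff, cut at about 60% in these data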;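 further: 0% = DMSO treated cells and 100% = gossypol at 36 µM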
TLR9-MyD88 inh: inhibitors of human TLR9-MyD88 binding; hit rate 0.21% among 340,000; CHO BLA complementation TLR9-MyD88, CCF4 FRET ratio; inhibition, % at 4.98 µM; Q9NR96+Q99836; AID 504734;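 active means inhibition above the mean over all tested compounds plus 3 SD, cut at about 21% in these data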;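 further: 0% = DMSO only wells and 100% = clavulanate BLA inhibitor control wells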
Target sequence (Q99836 whole entry, looked up): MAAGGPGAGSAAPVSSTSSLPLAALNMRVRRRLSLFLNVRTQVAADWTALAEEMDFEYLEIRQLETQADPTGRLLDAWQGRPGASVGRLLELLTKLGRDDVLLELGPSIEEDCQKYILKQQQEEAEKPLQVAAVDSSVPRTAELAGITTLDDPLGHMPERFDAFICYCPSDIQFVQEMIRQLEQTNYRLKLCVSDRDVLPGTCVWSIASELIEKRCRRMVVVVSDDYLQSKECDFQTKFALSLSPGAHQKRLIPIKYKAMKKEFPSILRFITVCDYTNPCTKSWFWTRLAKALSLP
Target sequence (Q9NR96 whole entry, looked up): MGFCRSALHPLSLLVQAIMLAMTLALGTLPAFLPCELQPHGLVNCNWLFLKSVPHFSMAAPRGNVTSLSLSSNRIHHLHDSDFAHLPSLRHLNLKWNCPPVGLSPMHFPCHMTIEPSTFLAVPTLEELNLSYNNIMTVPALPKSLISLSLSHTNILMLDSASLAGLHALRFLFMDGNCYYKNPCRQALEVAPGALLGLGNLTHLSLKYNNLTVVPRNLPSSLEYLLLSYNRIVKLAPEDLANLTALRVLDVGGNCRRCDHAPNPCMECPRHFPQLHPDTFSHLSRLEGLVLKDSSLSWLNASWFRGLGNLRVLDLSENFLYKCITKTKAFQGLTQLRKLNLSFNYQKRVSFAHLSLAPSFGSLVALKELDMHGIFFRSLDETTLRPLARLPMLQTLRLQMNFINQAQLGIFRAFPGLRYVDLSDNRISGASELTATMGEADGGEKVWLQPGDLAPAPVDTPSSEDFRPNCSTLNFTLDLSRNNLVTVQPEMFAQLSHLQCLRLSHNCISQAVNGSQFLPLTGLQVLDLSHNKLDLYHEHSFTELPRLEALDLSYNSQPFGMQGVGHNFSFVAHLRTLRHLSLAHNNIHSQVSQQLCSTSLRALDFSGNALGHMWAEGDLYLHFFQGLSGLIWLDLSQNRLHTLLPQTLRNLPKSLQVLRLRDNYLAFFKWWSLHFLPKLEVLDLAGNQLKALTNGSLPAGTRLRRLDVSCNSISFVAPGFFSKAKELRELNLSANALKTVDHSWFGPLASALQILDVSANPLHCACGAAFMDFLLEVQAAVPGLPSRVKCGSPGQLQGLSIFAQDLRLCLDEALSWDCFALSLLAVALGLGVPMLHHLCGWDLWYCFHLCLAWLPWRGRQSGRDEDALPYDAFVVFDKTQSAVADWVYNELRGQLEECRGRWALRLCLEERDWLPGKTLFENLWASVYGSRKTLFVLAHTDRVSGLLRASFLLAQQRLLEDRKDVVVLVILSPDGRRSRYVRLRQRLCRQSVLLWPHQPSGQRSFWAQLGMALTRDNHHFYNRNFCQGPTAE
* = called active by the depositor; x = not tested or not shown. Only part of the results is shown, so the mix of outcomes need not match the whole.

molecule | NR2F2 inh | NCOA1 inh | Exocytosis inh | TLR9-MyD88 inh | TWEAK Fn14 block | NR5A2 inv ag | TROY signal inh | SRC2 inh | ABHD5-PLIN5 inh | SRC3 inh | NOD2 RIPK2 PPI
CCOC(=O)C1CCN(c2ccc(C(=O)O)cc2[N+](=O)[O-])CC1 | 14 | 8 | -4 | -3 | 2 | -4 | -4 | -4 | 1 | 11 | -6
COC(=O)/C=C1\SC(=NC(=O)c2cccc([N+](=O)[O-])c2)NC1=O | -4 | 4 | -10 | 0 | 12 | 10 | -24 | -11 | -5 | -11 | 1
Cc1cccc(C)c1NC(=S)NNc1ncc(C(F)(F)F)cc1Cl | 6 | 3 | -3 | -6 | 2 | 7 | -5 | -23 | -2 | 8 | -9
CC1CC(CCC(=O)NC(=S)Nc2ccc(S(N)(=O)=O)cc2)C(=O)O1 (stereo not given) | -16 | 9 | 0 | 20 | -13 | 4 | -3 | -9 | 4 | 5 | -6
CC(=O)c1cc(C)c(OCc2cn(CC(=O)c3ccc(O)cc3)nn2)c(C)c1 | -11 | 5 | -2 | -4 | 1 | 10 | -2 | -29 | 16 | 1 | 0
COc1cc(C(=O)NNC(=O)c2ccccc2OCc2c(C)noc2C)cc(OC)c1OC | -1 | -20 | 4 | -2 | -13 | 3 | 6 | -37 | 6 | 18 | -17
Cc1ccc(/C(N)=N/OC(=O)COc2ccccc2Cl)cc1 | -29 | -33 | -15 | 2 | -49 | -41 | -75 | -35 | -16 | -23 | -6
c1ccc(-c2nnsc2-c2nc3ccccc3[nH]2)cc1 | -6 | 6 | -1 | -6 | -12 | -9 | -17 | -1 | 4 | 1 | 6
CN(/C(=N/S(=O)(=O)c1cccs1)c1ccccc1)c1ccc(O)cc1 | -11 | -6 | -4 | 2 | 8 | 2 | 17 | -36 | 2 | 9 | -5
O=C(NCC1CC1)Nc1ccccc1F | 6 | -6 | 19 | -11 | -4 | 0 | -12 | -22 | -3 | -3 | -9
O=C(NC1CCCC1)C(c1ccsc1)N(C(=O)Cc1cccs1)c1cccc(F)c1 (stereo not given) | -12 | -1 | 4 | -7 | -9 | -2 | -34 | 0 | -2 | 1 | -6
Cc1ncsc1C(=O)N1N=C2/C(=C/c3ccc(N4CCOCC4)cc3)CCCC2C1c1ccc(N2CCOCC2)cc1 (stereo not given) | x | 4 | -1 | -5 | -11 | -11 | -5 | x | 5 | -3 | -2
CC(NC(=O)CSc1nnc(-c2cccnc2)n1N)c1ccccc1 (stereo not given) | 29 | 18 | 4 | 6 | 9 | -5 | 8 | 5 | -1 | 13 | -14
Cc1ccccc1C(=O)Oc1ccc(-c2csnn2)cc1 | -39 | 5 | -1 | 8 | -10 | -10 | -51 | -43 | -9 | -10 | 0
O=C(COc1cccc(C(F)(F)F)c1)NCC(c1cccs1)N1CCOCC1 (stereo not given) | 4 | -9 | -3 | -13 | -4 | 15 | 5 | 10 | -7 | 16 | -14

molecule | NR2F2 inh | NCOA1 inh | Exocytosis inh | TLR9-MyD88 inh | TWEAK Fn14 block | NR5A2 inv ag | TROY signal inh | SRC2 inh | ABHD5-PLIN5 inh | SRC3 inh | NOD2 RIPK2 PPI
COC(=O)CCC(=O)OC1(C)C(=O)C=C2C=C(C3CC3)N(CCc3c[nH]c4ccccc34)C=C2C1=O (stereo not given) | -7 | -16 | -4 | -2 | 10 | -1 | -27 | -5 | -4 | -5 | -2
NC(=S)NN=C1C2CC3CC(C2)CC1C3 | -5 | -10 | -4 | -10 | -6 | 9 | 9 | 24 | 2 | 12 | -2
COc1ccc(/C=C2\SC(=O)N(CCNC(=O)C3CC(=O)N(c4ccccc4)C3)C2=O)cc1 (stereo not given) | -6 | -27 | 3 | -7 | -39 | 3 | -76 | -21 | 4 | -11 | 6
O=C(O)CC1Cc2ccccc2C1C(=O)O (stereo not given) | 6 | -15 | 0 | -3 | -11 | -34 | 12 | 6 | -2 | -18 | -6
COc1ccc(CCNC(=S)Nc2ccc(OC)cc2)cc1 | 10 | -18 | -8 | -2 | 7 | 1 | -10 | -3 | -2 | 7 | -5
CCOC(=O)C1(Cc2cccc(Cl)c2)CCCN(C(=O)CCN2CCCC2=O)C1 (stereo not given) | -29 | 2 | -4 | -6 | -4 | -16 | -10 | -11 | 8 | -25 | -5
O=C(/C=C/c1ccccc1Cl)NNC(=O)c1cccs1 | 2 | -20 | -1 | 1 | -7 | -21 | -47 | -15 | -2 | -7 | 10
O=C(c1ccccc1)c1ccccc1N/C=C/c1nnnn1-c1ccccc1 | -7 | -18 | -1 | -4 | -6 | -13 | 7 | -7 | -4 | 10 | 4
CCc1ccc2oc(C(=O)Nc3nonc3CC)c(C)c2c1 | -31 | -66 | -2 | -1 | -30 | -17 | -36 | -47 | -3 | -79 | 8
CC(=O)c1c(C)nn(C(=O)N2CCOCC2)c1C | -11 | -32 | 2 | 5 | 7 | 8 | 33 | 8 | -4 | -6 | 2
O=C1NC(Cc2ccccc2)c2nc3ccc(Br)cc3c(=O)n2-c2cc3ccccc3cc21 (stereo not given) | 14 | 4 | 0 | 4 | -22 | 0 | 0 | 6 | -1 | -6 | -10
O=C(NNS(=O)(=O)c1ccccc1[N+](=O)[O-])c1ccc(O)cc1 | -6 | 7 | 1 | -2 | -14 | 7 | -31 | -10 | 6 | 6 | 3
COc1ccc(NC(=O)CCCCC#Cc2ccccc2)cc1 | -7 | 2 | -6 | -2 | 0 | -17 | 6 | -21 | 5 | -16 | -8
Cc1cccc(N(C)S(=O)(=O)c2ccc(-c3cnc(C4CC4)o3)cc2)c1 | -54 | -18 | 0 | 1 | 17 | 21 | 43 | 21 | -2 | 10 | 10
CCOc1ccc(NS(=O)(=O)c2ccc(C(=O)NCCCN3CCOCC3)cc2)cc1 | -9 | 11 | 14 | -13 | -3 | -9 | -2 | -11 | 12 | 20 | 2

molecule | NR2F2 inh | NCOA1 inh | Exocytosis inh | TLR9-MyD88 inh | TWEAK Fn14 block | NR5A2 inv ag | TROY signal inh | SRC2 inh | ABHD5-PLIN5 inh | SRC3 inh | NOD2 RIPK2 PPI
Cc1cc(NC(=O)CCC(=O)N(CCC(C)C)C(C(=O)NC2CCCC2)c2ccccc2C)no1 (stereo not given) | 8 | -5 | 18 | 0 | 13 | -22 | -10 | -8 | -4 | -4 | -5
COc1cc(C(=O)N/N=C/c2coc3ccccc3c2=O)cc(OC)c1OC | 4 | -23 | 7 | 5 | -7 | -11 | 18 | -8 | -3 | -9 | -1
C[C@H](CO)N1C[C@H](C)[C@H](CN(C)C(=O)Nc2cccc3ccccc23)OCc2cnnn2CCCC1=O | 1 | 0 | -5 | -2 | 21 | 4 | 33 | -29 | 3 | -6 | -4
O=C(NCCCN1CCN(CCCNC(=O)c2ccccc2F)CC1)c1ccccc1F | -2 | -4 | 2 | -4 | 6 | 4 | 0 | -24 | 3 | -11 | -3
O=C(CCCn1c(=O)[nH]c2ccccc2c1=O)NCCSCc1ccccc1 | 2 | -11 | 1 | 3 | -9 | 3 | 3 | -12 | 1 | 19 | 3
O=C(NC1CCCCCC1)c1ccc(OCC2CCCO2)cc1 (stereo not given) | -41 | -80 | -3 | 0 | -8 | -110 | -40 | -8 | 7 | -65 | 1
COc1ccc(Nc2oc(-c3ccc(F)cc3)nc2C#N)cc1 | -2 | -66 | -3 | x | -36 | -35 | -72 | -43 | 1 | -40 | -6
CCn1c(SCC(=O)C(C)(C)C)nnc1-c1cnccn1 | 17 | -4 | -5 | 0 | 4 | 40 | 7 | -6 | 1 | -14 | -9
CCOC(=O)C1CCN(S(=O)(=O)c2c(C(=O)N3CCCCC3)c(C)n(C)c2C)CC1 | 13 | 1 | 0 | 0 | 1 | -7 | -3 | -24 | 4 | 17 | -1
O=C(Nc1cc2c3c(c1)CC(=O)N3CCC2)c1ccccc1Br | -9 | -2 | -4 | 4 | -18 | -20 | -13 | -48 | -1 | 11 | 3
Cc1nc2ncnn2c(N2CCCC(C(=O)Nc3ccc4c(c3)CCC4)C2)c1C (stereo not given) | 23 | -17 | 2 | 2 | 18 | 20 | 6 | 7 | 1 | 2 | 3
O=C(OCC(=O)N1CCCC1=O)c1ccc(F)c(S(=O)(=O)N2CCOCC2)c1 | 9 | -32 | 8 | -5 | -7 | -6 | 11 | -60 | -2 | 15 | 2
CC1(CNC(=O)C(=O)NCC2(C)CO2)CO1 (stereo not given) | -5 | -13 | -13 | 7 | 15 | -12 | -22 | 21 | 6 | -10 | -1
Cc1[nH]c2ccccc2c1-c1nc(N)sc1C | -5 | -5 | 0 | -9 | 2 | -15 | -20 | -19 | -7 | -12 | 7
Clc1cccc(-c2cc3nc4c(c(N5CCOCC5)n3n2)CCCC4)c1 | -16 | -33 | -1 | -7 | 6 | -146 | 28 | -30 | 2 | -28 | -11

molecule | NR2F2 inh | NCOA1 inh | Exocytosis inh | TLR9-MyD88 inh | TWEAK Fn14 block | NR5A2 inv ag | TROY signal inh | SRC2 inh | ABHD5-PLIN5 inh | SRC3 inh | NOD2 RIPK2 PPI
O=c1c2c([N+](=O)[O-])cc([N+](=O)[O-])cc2sn1Cc1ccccc1 | -3 | -17 | -20 | 32* | 18 | 13 | 36 | 3 | 2 | -2 | 26*
CN(c1ccccc1)S(=O)(=O)c1cc(C(=O)NCc2ccco2)ccc1Cl | 0 | -16 | 1 | 5 | 24 | -13 | 0 | -3 | 1 | -3 | 0
CC/C(=N\NC(=O)c1c(-c2ccccc2)noc1C)c1ccc(C)o1 | 13 | 4 | -3 | -4 | 4 | -2 | -1 | -3 | -4 | 15 | -3
FC(F)(F)COc1nc(OCC(F)(F)F)nc(N2CCN(c3ccccc3)CC2)n1 | 21 | 20 | -1 | -8 | -34 | 10 | 1 | -15 | -7 | 23 | -12
Cc1ccc(N(CC(=O)NCCc2ccccc2)C(=O)c2csnn2)cc1 | 18 | -2 | 11 | 13 | 10 | -4 | -9 | 2 | 2 | -5 | -11
O=C(O)C1CCCN1S(=O)(=O)c1ccc(Cl)c(Cl)c1 (stereo not given) | 1 | 5 | 10 | -4 | 14 | -17 | -11 | -26 | 7 | 8 | -9
COc1ccc(N2CCN(C(=O)Cn3cnc4c(cnn4-c4ccc(C)cc4)c3=O)CC2)cc1 | -3 | -5 | -2 | -1 | -15 | 1 | 10 | -5 | -4 | 9 | 6
Cc1ccc(S(=O)(=O)N2CCOCC2)cc1C(=O)NC1CCCC1 | -16 | 15 | -4 | -1 | -8 | 10 | 3 | 5 | -2 | -8 | -4
COC(=O)c1scc2c(=O)cc(C(F)(F)F)[nH]c12 | -19 | 2 | 3 | 63* | 0 | -25 | -4 | -38 | 7 | -2 | 72*
Cc1cc(=O)oc2cc(OCC(=O)OCC(=O)Nc3ccccc3F)ccc12 | -2 | -14 | -5 | 1 | -5 | 11 | -3 | -7 | 0 | 4 | -9
NC(=O)CSc1nccn1Cc1ccc2c(c1)OCO2 | 3 | -15 | 2 | -3 | 8 | 8 | 9 | -4 | -3 | 16 | 4
Cc1ccc(O)c(CNc2nc3ccccc3n2C)c1 | -27 | -29 | -1 | 1 | -5 | -35 | -65 | -29 | 0 | -10 | 3
COc1ccc2oc(C)c(C(=O)c3ccc(C)cc3)c2c1 | 0 | -16 | 3 | -3 | 1 | 1 | -6 | -20 | -3 | -17 | -2
FC(F)(F)c1cc(-c2cccs2)nc2cc(-c3ccccc3)nn12 | 14 | 7 | -3 | 10 | -11 | 1 | -33 | 3 | -6 | 3 | -4
